MDM2 E3 inh: blocks human Mdm2 ubiquitin ligase activity; cell-based MDM2 ubiquitination luciferase reporter, 2 h; 0 = plate control, 100 = twice control, blank-subtracted; signal enhancement, % at 5 µM; actives 0.11% (n = 210,000); Q00987;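 active = signal enhancement of 30% or more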;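 also: luminescence tracks abundance of the self-degrading MDM2-luciferase fusion protein; higher signal means inhibition of MDM2 E3 ligase activity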
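Test system: mammalian cells stably expressing self-ubiquitinating, self-degrading MDM2 E3–luciferase fusion; Amount: 2000 cells in each well; Medium: DMEM; Schedule: 4 h settle plus 2 h compound, 37 °C; Technique: SteadyLite luciferase luminescence after 15 min room-temperature reagent incubation; Benchmarks: plate control and blank wells.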
FXIa inh 1536: factor XIa (human) inhibition; P03951; purified FXIa, Boc-Glu-Ala-Arg-AMC fluorogenic substrate; inhibition, % at 5 µM; actives 0.14% (n = 220,000);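 active = inhibition of at least 40%; inactive = inhibition below 40%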;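 also: fluorescence of freed AMC excited at 355 nm; 0% = enzyme without compound and 100% = no enzyme blank; many of its hits are not listed in these tables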
p97 inhibitor: human p97 ATPase inhibition; P55072; inhibition, % at 8 µM; recombinant p97 ATPase, Kinase-Glo ATP luminescence, 3 h; actives 0.42% (n = 220,000); in the data active = inhibition above about 15%;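 also: 0% = DMSO vehicle and 100% = wells lacking enzyme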
eIF4E-4G inh: eIF4E/eIF4G interaction inhibition in translation initiation; TR-FRET eIF4E-eIF4GI(517-606) binding, 2 h; inhibition, % at 21.7 µM; actives 0.37% (n = 220,000);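 active = inhibition above about 30%, limit read from the data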;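 also: 0% = full FRET control wells and 100% = background wells lacking eIF4GI fragment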
FXIIa inh 1536: inhibitors of human coagulation factor XIIa; P00748; purified FXIIa, Boc-QGR-AMC fluorogenic substrate, 2 h; inhibition, % at 5 µM; actives 0.3% (n = 220,000); in the data active = inhibition above about 40%;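 also: 0% = enzyme with no compound and 100% = blank without enzyme; many of its hits are not listed in these tables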
hK5 inh: blocks human kallikrein 5 protease activity; recombinant hK5, fluorogenic AMC substrate cleavage; inhibition, % at 5 µM; actives 0.59% (n = 210,000);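 active = inhibition of 40% or more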;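 also: 0% = enzyme controls without compound and 100% = no-enzyme blanks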
Target sequence (Q9Y337 67-293 limits assumed): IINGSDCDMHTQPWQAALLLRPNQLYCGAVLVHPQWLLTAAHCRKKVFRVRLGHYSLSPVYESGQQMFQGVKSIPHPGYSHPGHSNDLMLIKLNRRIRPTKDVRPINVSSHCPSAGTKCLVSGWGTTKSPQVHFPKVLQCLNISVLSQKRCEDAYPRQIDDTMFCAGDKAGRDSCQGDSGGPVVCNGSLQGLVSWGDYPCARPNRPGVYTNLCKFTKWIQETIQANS
Rad51 HR inh: Rad51 (human) homologous recombination inhibition. Q06609. hRad51 DNA strand exchange, fluorescence dequenching. inhibition, % at 10 µM. actives 0.085% (n = 200,000). AID 1385;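 active = inhibition above 40% at the single screening dose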;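 also: 0% = DMSO control wells and 100% = blanks with heterologous ssDNA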
Target sequence (Q06609 whole entry, looked up): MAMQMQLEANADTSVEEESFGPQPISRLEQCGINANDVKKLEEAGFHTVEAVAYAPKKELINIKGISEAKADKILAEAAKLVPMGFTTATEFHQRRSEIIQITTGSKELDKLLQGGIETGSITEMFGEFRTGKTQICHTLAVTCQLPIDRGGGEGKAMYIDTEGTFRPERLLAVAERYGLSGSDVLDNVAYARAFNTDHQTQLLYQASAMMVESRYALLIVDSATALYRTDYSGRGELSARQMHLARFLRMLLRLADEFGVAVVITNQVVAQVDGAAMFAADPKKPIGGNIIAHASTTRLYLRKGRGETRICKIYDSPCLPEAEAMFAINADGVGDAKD
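Material: hRad51 filaments on single-stranded DNA; Reagent: Donor/quencher-labelled 47-bp dsDNA substrate; Compound: 10 µM final, single point; Schedule: 37 °C 15-min filament assembly, 30-min compound preincubation, 15-min exchange; Technique: FRET fluorescence, excitation 485 nm, emission 520 nm; Benchmarks: control wells and blank wells on each plate.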
Wee1 degr inh: blocks degradation of human Wee1 kinase. HeLa Luc-Wee1K328M stability, luciferase luminescence; 100% = proteasome inhibitor MG132 effect. reporter increase, % at 5 µM. actives 1.2% (n = 220,000). AID 1321;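 active = activation above the mean of all tested compounds plus 3 SD, set per screening run, cut at about 8.8% in these data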;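 also: cells exposed to compound for 20 h before luminescence read; 0% = DMSO alone and 100% = MG132 at 30 µM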
14-3-3 Bad inh: disrupts binding of bovine 14-3-3 zeta to phospho-Bad peptide | P63103 | TR-FRET 14-3-3zeta/Dy647-pBad peptide displacement, 1 h | inhibition, % at 21.7 µM | actives 0.71% (n = 220,000) | AID 781;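 active = inhibition above about 70%, limit read from the data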;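 also: 0% = full 14-3-3 plus peptide FRET controls and 100% = background without 14-3-3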
Target sequence (P63103 whole entry, looked up): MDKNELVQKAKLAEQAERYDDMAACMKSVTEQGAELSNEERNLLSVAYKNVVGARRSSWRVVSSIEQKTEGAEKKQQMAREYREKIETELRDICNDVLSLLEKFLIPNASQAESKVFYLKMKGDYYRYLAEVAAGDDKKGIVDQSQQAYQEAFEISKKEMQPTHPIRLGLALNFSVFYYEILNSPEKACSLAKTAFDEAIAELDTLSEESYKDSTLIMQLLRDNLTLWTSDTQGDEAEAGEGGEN
* hit, by the source's call; · = no result given; [ ] = dose if it differs, or a comment.

SMILES	MDM2 E3 inh	FXIa inh 1536	p97 inhibitor	eIF4E-4G inh	FXIIa inh 1536	hK5 inh	Rad51 HR inh	Wee1 degr inh	14-3-3 Bad inh
FC(F)(F)c1cc(-c2ccco2)nc(-n2nc(C(F)(F)F)cc2C2CC2)n1	-11.1	5.1	1.2	0.6	9.5	1.3	-5.7	5.8	-13.0
Cc1nn(-c2ccccc2)c(C)c1-c1cc(C(=O)N/N=C/c2cccnc2)[nH]n1	2.7	-3.4	-2.1	-1.8	7.9	-12.5	7.1	19.4*	-8.9
COc1ccc(NC(=O)C23CCC(C2)C(C)(C)C3=O)cc1 (stereo not drawn)	-12.0	-6.5	0.1	1.1	2.4	0.8	2.8	-1.1	2.0
O=C(Nc1ccccc1)C1=C[C@H](c2csc3ccccc23)C[C@H](OCc2ccc(CO)cc2)O1	·	-3.9	2.8	-2.8	11.0	3.7	-1.5	-1.1	1.9
O=C(O)c1ccc(N/N=C/c2ccc(OC(=O)c3cccc(Cl)c3)cc2)cc1	·	0.5	-1.0	26.3	8.9	4.8	5.0	-2.5	31.7
Cc1ccc(Nc2nnns2)cc1	17.7	12.0	4.4	4.0	19.7	3.1	-0.2	-2.2	-6.3
COCCn1cnc2c(c1=O)c1nc3ccccc3nc1n2/N=C/c1ccc(OC)c(OC)c1	-20.9	4.3	-5.8	1.0	7.2	1.4	29.9	1.4	-10.6
O=[N+]([O-])c1cccc(C2=NCCS2)c1	-19.5	-2.4	-4.0	-0.5[fluorescence artefact?]	5.9	-19.5	8.7	2.9	-8.0
CN(C)C(=O)N1CCNCC1	-8.3	-5.5	4.2	-3.3	8.1	-2.9	4.5	-4.2	-3.6
Cc1nc2nc3c(cn2n1)C(=O)CC(c1ccccc1)C3 (stereo not drawn)	-16.3	-8.6	-8.6	3.3[fluorescence artefact?]	-8.6	-21.3	2.4	1.0	-14.6[fluorescence artefact?]
CCOC1(OCC)C(c2ccc(Cl)cc2)C(C#N)(C#N)C1(OCC)OCC (stereo not drawn)	-1.7	7.8	-1.2	-2.5	15.6	-1.3	·	2.8	-6.6
Cc1ccc(Oc2nc3ccccn3c(=O)c2/C=C(\C#N)C(=O)Nc2c(C)n(C)n(-c3ccccc3)c2=O)c(C)c1	6.4	10.0	3.1	-0.5	3.9	-3.6	-8.0	-0.7	3.6
COc1ccc(-c2ccnc3nc(N4CCN(c5ccccc5)CC4)nn23)cc1	15.1	-0.9	-3.1	-2.6	12.3	-23.1	4.2	1.5	-5.0
Nc1c2c(=O)oc(-c3ccccc3)cc2nn1-c1ccccc1	-5.4	-6.8	3.4	3.2	-7.7	-3.6	·	2.5	1.1
COc1cc(C2NC(=S)NC(C)=C2C(=O)c2ccccc2)ccc1O (stereo not drawn)	2.9	0.9	5.1	7.0	9.1	-17.4	-4.3	0.7	-8.9
Cc1ccc(CN2CCN(C3CCCC3)C(CCO)C2)s1 (stereo not drawn)	-19.3	1.9	-2.6	0.1	2.4	-7.3	-8.4	1.1	9.0
COc1ccc2c(c1)[nH]c1c(=O)n(/N=C/c3ccc(OC)c(CN4CCCCC4)c3)cnc12	-15.1	4.5	4.8	-8.5	8.7	1.4	·	-1.7	2.5
Cc1ccc(CC(=O)NCc2ccc3c(c2)OCO3)cc1	8.2	17.7	5.5	-0.6	8.6	24.6	3.9	-1.6	-4.7
CC(=O)c1sc(-c2ccccc2)cc1NS(=O)(=O)c1ccccc1	-4.4	1.2	-11.1	-0.3	4.3	-3.7	-12.2	1.2	4.2
CC(=O)Nc1ccc(Oc2cnccn2)cc1	-30.4	5.4	3.2	-3.2[fluorescence artefact?]	6.2	0.6	3.8	0.6	14.4
C=CCSc1nnc2c(n1)OC(c1c(C)[nH]n(-c3ccccc3)c1=O)Nc1ccccc1-2 (stereo not drawn)	-1.4	2.5	-0.8	1.8[fluorescence artefact?]	2.3	-15.0	-0.4	-2.2	9.6
CCOc1ccccc1N1C(=O)CC(N(O)c2ccccc2)C1=O (stereo not drawn)	-17.3	8.0	-5.1	0.2	9.4	-1.4	6.3	0.6	8.9
COc1ccc(OCC(O)Cn2c(=N)n(CCN3CCCCC3)c3ccccc32)cc1 (stereo not drawn)	-18.2	1.5	0.1	-1.0	14.4	-19.3	16.1	14.3*	-0.3
Cc1ccc(S(=O)(=O)N2CCCC2C(=O)O)cc1 (stereo not drawn)	-9.5	-3.2	4.3	-0.2[fluorescence artefact?]	10.1	-9.6	1.4	-0.7	-7.2
CCN1/C(=C/c2ccc3cccc(C)c3[n+]2CC)Sc2ccccc21	-37.2	13.5	1.9	-13.2[fluorescence artefact?]	27.8	50.7*	-2.5	-1.2	14.0[fluorescence artefact?]
COc1ccc(NC(=O)CSc2nncs2)cc1OC	7.8	2.3	0.6	5.3[fluorescence artefact?]	13.4	8.0	-2.5	-4.7	4.7[fluorescence artefact?]
O=C(CC1C=Cc2ccccc2N1C(=O)c1ccccc1)c1ccccc1 (stereo not drawn)	·	-1.2	1.1	0.4	7.9	0.0	3.5	-0.5	1.8
COc1cccc(/C=C2/CN(C)CC3=C2OC(N)=C(C#N)C3c2cccc(OC)c2)c1 (stereo not drawn)	-11.1	-2.2	5.2	3.7	3.4	9.8	1.3	-1.0	0.8
Cc1cc(-n2ccc(=O)[nH]c2=O)nc(-c2ccccc2)n1	4.9	1.6	0.6	3.9	14.9	-1.9	-2.8	-1.7	2.6
CC(C)(C)n1nnnc1C(c1ccccc1)N1CCc2ccccc2C1 (stereo not drawn)	16.6	2.1	6.2	-6.2	7.2	3.6	·	0.8	-3.6
CCN(CC)S(=O)(=O)c1ccc(C(=O)NCc2ccc3c(c2)OCO3)cc1	-13.9	0.2	-2.8	0.0	6.3	-3.7	-3.1	-0.1	4.6
CC1CCCCN1CCNC(=O)C1CC(=O)N(c2ccc(F)c(Cl)c2)C1 (stereo not drawn)	-5.9	1.1	-2.3	-4.0	6.8	-11.3	2.9	-0.5	1.2[fluorescence artefact?]
Cc1ccc(-c2csc(=S)[nH]2)cc1	0.0	-0.1	1.2	-1.6	5.2	4.4	-16.1	-4.5	-13.8
COc1cc2c(cc1NC(=O)CSCC(=O)O)oc1ccccc12	-12.9	-3.4	-6.0	-17.9	0.2	-2.3	12.8	-4.2	-0.7
CC(C)(C)NC(=O)Cc1ccc(Cl)c(Cl)c1	-9.0	-6.7	-0.4	1.4	0.1	-1.2	7.7	0.3	-4.2
O=C(N/N=C\c1ccc2c(c1)OCO2)c1ccc(Cn2cc(Br)c([N+](=O)[O-])n2)o1	-2.4	-2.9	2.6	1.7	4.7	-4.3	9.0	-4.3	66.6
Cc1cccc(CN2CCC(C(N)=O)CC2)c1	-9.3	3.7	4.9	-1.4[fluorescence artefact?]	8.6	4.6	-5.8	1.9	1.4[fluorescence artefact?]
CCCOC(=O)c1c(NC(=O)CSc2nc(-c3ccco3)cc(C(F)(F)F)n2)sc(C(=O)OC)c1C	5.6	-5.7	1.9	6.8[fluorescence artefact?]	11.4	-4.6	-1.0	-0.3	2.1[fluorescence artefact?]
COc1ccc(-c2cc(=O)c3ccccc3[nH]2)cc1	·	-3.9	-0.4	1.6	4.7	-10.5	-15.2	-2.4	47.4
O=C(Cc1ccc(F)cc1)Nc1ccc(F)c([N+](=O)[O-])c1	2.8	8.6	0.3	-7.4	17.7	-10.3	2.5	0.6	-4.7
O=c1c(-c2ccccc2)coc2c(CN3CCCC3)c(O)ccc12	-19.1	2.0	-2.1	75.7*	14.0	-68.8	8.2	0.0	-14.1
CCOC(=O)c1cnc2ccc(OCC)cc2c1NCc1cccnc1	4.9	16.5	-0.3	10.7	18.4	-4.4	-0.2	-0.5	4.2
CCOc1ccc(OCC)c(NC(=O)CSc2nc3ccccc3c(=O)n2C)c1	-9.9	1.1	3.6	-20.0	16.1	-31.3	-5.4	0.1	-2.7
CCCC1=[N+](CC(=O)c2ccc(Br)cc2)CCn2cccc21	-25.4	1.7	0.4	4.9	7.8	30.6	-0.8	4.1	0.4
O=S(=O)(c1cccc2cccc(Cl)c12)N1CCCC1	-6.0	-3.6	7.7	0.7	3.1	0.8	0.3	-0.4	-2.9
CC(=O)Cc1nsc(NC(=O)c2ccc(COc3ccc(C)cc3)o2)n1	-4.9	1.3	-6.2	·	16.5	-8.6	-2.2	1.0	·
COc1ccccc1C(C)NCC(=O)Nc1ccccc1C(F)(F)F (stereo not drawn)	8.6	-3.1	-7.4	11.2	1.7	-21.7	-0.3	-3.3	-3.9[fluorescence artefact?]
C=CCNC(=O)C(C)Sc1ccc(Cl)cc1 (stereo not drawn)	-1.9	6.9	-1.6	-3.4	24.9	-7.2	7.5	-3.3	7.8
N#Cc1ncc(C(F)(F)F)cc1Sc1ccc(N)cc1	-7.9	-13.1	3.5	1.6	12.6	5.5	4.1	2.9	2.6
CCn1c(=O)c([N+](=O)[O-])c(NCCN(C)C)c2ccccc21	-7.6	6.2	-7.7	-2.3	9.8	5.5	-5.6	3.8	-9.1
CCn1c(C)nc2cc(C(=O)N/N=C/c3cccc(OC)c3O)ccc21	-9.4	-1.4	1.8	-7.2	11.7	-3.9	-7.0	-0.7	-15.1
O=C(COC(=O)c1cc(=O)[nH]c2ccccc12)NCc1cccs1	-17.1	8.4	5.3	-6.0	4.1	7.7	-3.9	-1.4	-6.0

A portion from the list above, as a working copy:
SMILES	MDM2 E3 inh	FXIa inh 1536	p97 inhibitor	eIF4E-4G inh	FXIIa inh 1536	hK5 inh	Rad51 HR inh	Wee1 degr inh	14-3-3 Bad inh
COc1ccccc1C(C)NCC(=O)Nc1ccccc1C(F)(F)F (stereo not drawn)	8.6	-3.1	-7.4	11.2	1.7	-21.7	-0.3	-3.3	-3.9[fluorescence artefact?]
C=CCNC(=O)C(C)Sc1ccc(Cl)cc1 (stereo not drawn)	-1.9	6.9	-1.6	-3.4	24.9	-7.2	7.5	-3.3	7.8
N#Cc1ncc(C(F)(F)F)cc1Sc1ccc(N)cc1	-7.9	-13.1	3.5	1.6	12.6	5.5	4.1	2.9	2.6
CCn1c(=O)c([N+](=O)[O-])c(NCCN(C)C)c2ccccc21	-7.6	6.2	-7.7	-2.3	9.8	5.5	-5.6	3.8	-9.1
CCn1c(C)nc2cc(C(=O)N/N=C/c3cccc(OC)c3O)ccc21	-9.4	-1.4	1.8	-7.2	11.7	-3.9	-7.0	-0.7	-15.1
O=C(COC(=O)c1cc(=O)[nH]c2ccccc12)NCc1cccs1	-17.1	8.4	5.3	-6.0	4.1	7.7	-3.9	-1.4	-6.0
